Compound activity from PubChem BioAssay.
HTR1E antagonist: 5-HT1E receptor antagonists, primary screen, cell-based, HTS; AID 571, 2007; CHO 5-HT1E Ga15 NFAT-bla reporter, FRET, antagonist; hit rate 0.99% among 65,000; inhibition, % at 6 µM; 5-hydroxytryptamine receptor 1E (Homo sapiens), P28566;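 active means inhibition above a set limit, the mean inhibition across every tested compound plus 3 SD, cut at about 29% in these data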;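 further: signal is the 460 over 535 nm emission ratio of beta-lactamase substrate; 0% = agonist plus DMSO wells and 100% = wells without agonist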
S1P1 ag pot: S1P1 agonists and agonism potentiators, primary screen, cell-based, primary and confirmation screens, CRE-bla reporter. hit rate 0.57% among 56,000. S1P1 CRE-bla cells, forskolin, beta-lactamase FRET, potentiator mode; S1P1 agonist co-added at EC20, 2 nM; 100% = saturating reference agonist, 0% = basal. activation, % at 9.5 µM. Sphingosine 1-phosphate receptor 1 (Homo sapiens), P21453;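 active means activation above a cutoff set at the mean activation of all tested compounds plus 3 SD, cut at about 54% in these data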;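 further: forskolin at 4 µM as EC80 and the EC20 agonist is SEW2871; 100% = SEW2871 at its EC100 plus forskolin at EC80; some compounds past the cut are filed as inactive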
Fluor 339 460: intrinsic fluorescence of library compounds, ex339/em460 – biochemical, MLSMR library, data from DPM-DC assay, artefact control, profiling panel; AID 709, 2007; fluorescence fold increase at 10 µM; compound autofluorescence, ex339/em460 nm, NADH buffer; hits give high values; 1 = no-compound wells, NADH background; hit rate 5.5% among 65,000;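 active means at 10 µM, mean starting fluorescence two-fold or more over control wells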;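 further: signal is the first read of a kinetic run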
MMP-13 inhibitor: human MMP13 inhibitors, primary screen, biochemical, FRET peptide cleavage. Collagenase 3 (Homo sapiens), P45452. hit rate 0.07% among 65,000. inhibition, % at 4 µM. MMP-13 fTHP FRET cleavage, Mca fluorescence;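 active means inhibition above the mean of compound-free control plate wells plus 3 SD, cut at about 14% in these data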;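 further: 0% = DMSO wells and 100% = wells with reference MMP-13 inhibitor after basal subtraction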
HTR1E agonist: 5-HT1E receptor agonists, primary screen, cell-based, HTS; 5-hydroxytryptamine receptor 1E (Homo sapiens), P28566; CHO 5-HT1E Ga15 NFAT-bla reporter, FRET; 0% DMSO wells, 100% control agonist wells; activation, % at 6 µM; hit rate 0.69% among 65,000; AID 574, 2007;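 active means activation above a set limit, the screen-wide mean activation plus 3 SD, cut at about 8.5% in these data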;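 further: 100% = positive control agonist at 1 µM giving full maximal response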
5-HT1A blocker: human 5-HT1a receptor antagonists, primary screen, cell-based, CHO, Ga15 NFAT-bla reporter. 5-hydroxytryptamine receptor 1A (Homo sapiens), P08908. CHO 5-HT1a Ga15 NFAT-bla reporter, antagonist mode. inhibition, % at 10 µM. hit rate 0.68% among 62,000. AID 612, 2007;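 active means inhibition above the mean of all tested compounds plus 3 SD, cut at about 43% in these data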;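 further: receptor stimulated by 5-CT agonist at 100 nM near EC80; beta-lactamase reporter measured by ratiometric fluorescence of a cleavable substrate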
Target sequence (P08908 whole entry, looked up): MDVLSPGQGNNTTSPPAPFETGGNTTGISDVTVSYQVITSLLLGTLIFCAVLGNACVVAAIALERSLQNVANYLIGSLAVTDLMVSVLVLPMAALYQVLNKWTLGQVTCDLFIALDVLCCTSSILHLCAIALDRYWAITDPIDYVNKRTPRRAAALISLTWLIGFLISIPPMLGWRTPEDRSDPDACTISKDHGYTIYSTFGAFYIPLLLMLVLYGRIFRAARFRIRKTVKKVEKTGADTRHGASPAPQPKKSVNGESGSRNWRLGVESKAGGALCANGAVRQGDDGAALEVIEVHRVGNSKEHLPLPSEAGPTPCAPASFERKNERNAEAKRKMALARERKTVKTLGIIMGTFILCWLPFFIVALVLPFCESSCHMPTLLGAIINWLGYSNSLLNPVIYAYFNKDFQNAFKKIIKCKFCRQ
Her2 expr inh: inhibitors of Her2 protein expression, primary screen, SKBR-3 cells, AlphaScreen, 66K library. Receptor tyrosine-protein kinase erbB-2 (Homo sapiens), P04626. SKBR-3 HER2 protein level, 18-24 h; hits give low values. HER2 level % of control, % at 10 µM. hit rate 0.69% among 65,000;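 active means HER2 level under 5% of the carrier-only control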;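 further: 100% = DMSO carrier and 0% = 500 nM PU-H71 HSP90 inhibitor; lower value means stronger loss of Her2 protein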
S1P3 ag: human S1P3 receptor agonists, primary screen, cell-based, primary and confirmation, NFAT-BLA reporter | S1P3 NFAT-BLA reporter cells, agonism, FRET ratio; relative to 1 µM S1P, basal subtracted | Sphingosine 1-phosphate receptor 3 (Homo sapiens), Q99500 | activation, % at 4.5 µM | AID 373, 2006 | hit rate 0.1% among 60,000;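 active means activation above the screen-wide mean plus 3 SD, cut at about 4.5% in these data, passing the limit was not always enough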; further: some compounds called inactive have numbers as strong as hits
Target sequence (Q99500 whole entry, looked up): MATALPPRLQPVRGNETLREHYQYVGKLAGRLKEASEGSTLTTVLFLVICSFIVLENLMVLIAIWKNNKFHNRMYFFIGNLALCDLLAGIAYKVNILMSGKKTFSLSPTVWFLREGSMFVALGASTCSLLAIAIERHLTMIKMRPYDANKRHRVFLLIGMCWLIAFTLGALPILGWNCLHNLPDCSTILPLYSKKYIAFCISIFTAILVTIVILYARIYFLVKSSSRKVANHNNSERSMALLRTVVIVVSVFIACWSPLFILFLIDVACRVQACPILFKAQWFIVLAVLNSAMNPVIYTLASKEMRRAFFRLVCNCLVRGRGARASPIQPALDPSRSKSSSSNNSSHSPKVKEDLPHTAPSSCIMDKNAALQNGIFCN
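Measure – % activation relative to 1 µM S1P (100%), per plate · System – stable CHO line with human S1P3, Gα16, NFAT-BLA reporter · Timing – cells plated overnight, compound 4 h 37 °C, substrate 2 h RT · Technique – fluorescent BLA substrate, ex 405 nm, em 460/535 nm ratio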
A340 absorber: compound light absorbance at 340 nm, profiling panel, artefact control, biochemical, MLSMR library, data from PS, PMK, MK assays | compound absorbance at 340 nm, fold over control | fold change at 10 µM | 65,000 tested, under 10 active | AID 708, 2007;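 active means at 10 µM dose, initial 340 nm absorbance at least 2 fold that of control wells; inactive means change under 2 fold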;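 further: initial absorbance extrapolated from kinetic A340 decline of NADH oxidation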
Numbers without * were called inactive; i = inactive; . = no result given; [ ] = dose if it differs, or a comment.

Each structure is followed by: HTR1E antagonist, S1P1 ag pot, Fluor 339 460, MMP-13 inhibitor, HTR1E agonist, 5-HT1A blocker, Her2 expr inh, S1P3 ag, A340 absorber
Cc1ccc(C)c(C(=O)CN2C(=O)CCC2=O)c1
 : 1, -6, 1.1, 2, 0.1, 0, 114, 0.2, 1
O=C(COc1ccccc1)NCc1nnc(SCC(=O)Nc2nccs2)n1-c1ccccc1
 : -7, -11, 1, 1, 0.8, 9, 110, -1.0, 1.1
CCNC(=O)CSc1nc2ccccc2c(=O)n1OC
 : 0, -10, 1, -3, -0.1, -6, 114, -0.5, 1
CCCCn1cc(SCC(=O)O)c2ccccc21
 : -10, ., 1.1, -9, 0.4, 6, 97, -1.3, 1.1
CC(C)CCOP(=O)(c1ccc(N(C)C)cc1)C(O)c1ccccn1 (configuration not stated)
 : -8, -6, 1.1, 5, -0.3, 5, 100, -0.7, 1
Cc1ccccc1NC(=O)c1c(-c2ccccc2)noc1C
 : -18, -8, 1, -4, -1.8, 11, 101, 0.6, 1
COC(=O)c1ccc(CN2C(=O)NC3(CCCCC3C)C2=O)o1 (configuration not stated)
 : -5, ., 1.2, 9, -0.5, 4, 96, ., 1
Cc1cc(NC(=O)CSc2nnc(Cc3cccn3C)n2CCc2ccccc2)no1
 : 13, 21, 1.1, -3, 0.8, 1, 72, -0.9, 0.98
Cc1nc2cc(NC(=O)N3c4ccccc4CC3C)ccc2o1 (configuration not stated)
 : 13, 2, 1, 4, -0.8, 5, 126, -0.4, 0.99
O=S(=O)(Nc1ccc(O)cc1)c1cccc2cccnc12
 : 16, 9, 1, 0, -0.7, -4, 126, -1.2, 1.1

Each structure is followed by: HTR1E antagonist, S1P1 ag pot, Fluor 339 460, MMP-13 inhibitor, HTR1E agonist, 5-HT1A blocker, Her2 expr inh, S1P3 ag, A340 absorber
COCCn1nnnc1SCC(=O)c1ccccc1
 : -4, 32, 1, 4, -0.5, -9, 113, -0.4, 0.99
COCCn1c(COc2ccccc2)nnc1SCC(N)=O
 : 0, -28, 1.1, 4, -0.2, 2, 150, -1.0, 0.98
Cc1ccc(N(CN2CCCC2=O)C(=O)c2ccc(C)c(C)c2)cc1
 : -1, -30, 1.1, -6, 0.5, -9, 84, 0.3, 0.99
CCC(=O)N(Cc1ccc2c(c1)OCO2)Cc1cc2cc(OC)ccc2[nH]c1=O
 : -3, -3, 1.7, -4, 1.0, -14, 100, -0.8, 1
CCCn1cc(S(=O)(=O)CC(=O)NC2CCCCC2)c2ccccc21
 : -2, ., 1.1, -3, -0.1, 12, 91, ., 0.96
Cc1ccc(/C=C/C2=Cc3c(sc(NC(=O)CSc4n[nH]c(N)n4)c3C#N)C(C)(C)C2)o1
 : -6, -80, 1.3, 3, -0.6, -13, -1.5*, 0.2, 1.1
CCc1c(C)c2ccc(OCC(=O)N(C)C)c(C)c2oc1=O
 : -5, ., 3.5*, -137[fluorescence artefact?], 0.1, -9, 95, ., 1.1
Cc1ccc(S(=O)(=O)Nc2ccc3nc(N)sc3c2)cc1
 : 0, ., 1.1, -1, -1.3, -2, 91, ., 1
CCOc1ccc2nc(N3CCC(C(=O)N4CCN(c5ncccn5)CC4)CC3)sc2c1
 : -4, 10, 1.1, -9, -0.3, -5, 100, -1.2, 1.1
O=C(CN1C(=O)CCS(=O)(=O)c2ccccc21)Nc1ccc2c(c1)OCCO2
 : -2, ., 1, 6, 1.0, -2, 46, ., 1

Each structure is followed by: HTR1E antagonist, S1P1 ag pot, Fluor 339 460, MMP-13 inhibitor, HTR1E agonist, 5-HT1A blocker, Her2 expr inh, S1P3 ag, A340 absorber
CCSc1nnc2c(Cl)cc(Cl)cn12
 : -6, -1, 1.1, 0, -0.5, 6, 102, -0.6, 1
CC(NC(=O)C1C(=O)N(CCO)C2(C)CC1c1ccccc1O2)c1ccccc1 (configuration not stated)
 : -1, -5, 1, 8, 0.3, 4, 94, -1.0, 1
CC(C)CCNC(=O)NC(=O)CSc1nnc(-c2ccccc2F)n1N
 : -10, -30, 1.1, -2, -0.3, -6, 97, 0.1, 1
Nn1c(=O)c2ccccc2n2c(SCc3ccccc3)nnc12
 : -2, -9, 1.1, 0, -0.5, -18, 75, 0.2, 1.1
CCc1cc(N2CCOCC2)cc2c1[nH]c1ccccc12
 : -4, 0, 4*, -129[fluorescence artefact?], 1.5, 0, 102, -0.2, 1
CCOC(=O)c1c(CC(C)C)csc1NC=O
 : -1, -54, 0.56, 4, -0.4, -7, 115, -0.2, 1
Cn1c(=O)n(C)c2cc(NS(=O)(=O)c3ccc4c(c3)CCCC4)ccc21
 : 14, ., 1.1, 2, 0.5, -17, 121, -0.5, 1.1
CC(=O)Oc1ccc(Oc2ccc(-c3noc(C)n3)cc2)cc1
 : 3, ., 1.1, 8, -0.6, 17, 92, -0.3, 1
c1ccc2c(c1)OCC(c1nnc3sc(-c4ccc5c(c4)OCO5)nn13)O2 (configuration not stated)
 : 0, -20, 2.6*, -31, 0.1, -16, 59, 0.3, 1
CCC(C)Nc1nc2c(c(=O)[nH]c(=O)n2C)n1CCC(C)C (configuration not stated)
 : 21, -28, 1.1, -3, -2.6, 20, 280, -0.9, 1

Each structure is followed by: HTR1E antagonist, S1P1 ag pot, Fluor 339 460, MMP-13 inhibitor, HTR1E agonist, 5-HT1A blocker, Her2 expr inh, S1P3 ag, A340 absorber
COCCNC(=O)CSc1nc2c(n1-c1ccccc1)CCCC2
 : 3, -14, 1.2, -3, -0.1, 11, 114, -1.2, 1
CCOC(=O)C1CCc2sc(N)c(C#N)c21 (configuration not stated)
 : -1, ., 1.1, -1, 0.2, 6, 109, -2.0, 1.1
CCC(CC)c1nc2cc(OC)c(OC)cc2c(=O)o1
 : -2, 4, 1, -8, 35*, ., 117, -1.5, 0.9
Cn1c(NC(=O)c2cccs2)c(-c2cccs2)c(=O)c2ccccc21
 : 0, 5, 1.1, 2, 0.3, 4, 46, 0.2, 1.1
O=C(CSc1nnc(C2CC2)n1Cc1ccccc1)c1cc2ccccc2o1
 : -9, 9, 1.1, 3, -0.2, -7, 98, -0.8, 1.1
O=C(c1ccc2nc(N3CCCCC3)sc2c1)N1CCN(c2ccccn2)CC1
 : 5, -20, 1.1, 0, 0.0, -8, 94, -0.4, 0.99
COc1cccc(NC(=O)Nc2nnc(N3CCCCC3C)s2)c1 (configuration not stated)
 : 11, 70, 1.1, -3, 1.4, 36, 77, -1.0, 1.1
Clc1ccc(-c2nnc3sc(-c4ccco4)nn23)c(Cl)c1
 : -11, -2, 0.84, -2, 1.4, -4, 70, -0.2, 1
CCC(C)[C@@H](C(=O)Nc1ccc(OC)c(OC)c1)N1Cc2ccccc2C1=O (some centres not stated)
 : 4, -23, 1, -8, 1.1, 3, 118, -0.9, 1
CCOC(=O)CSc1cn2c(n1)CCC2
 : -1, 5, 1.1, 4, -0.3, 1, 138, -1.1, 0.99

Each structure is followed by: HTR1E antagonist, S1P1 ag pot, Fluor 339 460, MMP-13 inhibitor, HTR1E agonist, 5-HT1A blocker, Her2 expr inh, S1P3 ag, A340 absorber
COc1ccc(N2CCN(CCNC(=O)CCNS(=O)(=O)c3cccs3)CC2)cc1
 : 0, ., 1.1, 5, -0.3, -9, 87, ., 1
O=C(CCS(=O)(=O)c1cccs1)NC1CCCCCC1
 : -1, ., 1.1, 11, 1.1, 4, 85, ., 1
Cc1cccc(NC(=O)c2cc3ccccc3c(=O)o2)n1
 : -4, 1, 1.1, 1, -0.9, 11, 82, -0.9, 1.1
CCC(C)OC(=O)n1ccc(C(=O)Nc2nccs2)n1 (configuration not stated)
 : 16, 21, 1.1, -2, 0.0, 20, 83, -1.1, 1
CCn1c(SCC(=O)C(C)(C)C)nnc1-c1ccccn1
 : 1, ., 1.1, 16*, 0.5, -10, 91, -1.1, 1.1
COC(=O)c1cc2c(s1)-c1ccccc1OC2
 : 7, -10, 2.1*, i[fluorescence artefact?], 0.9, 7, 77, -0.9, 1.1
Cc1ccc(-n2c(=O)cc(N3CC(C)CC(C)C3)[nH]c2=O)cc1 (configuration not stated)
 : 3, ., 1.2, -2, 0.0, -2, 94, ., 0.97
COc1ccc(S(=O)(=O)NCc2ccc(C(=O)O)cc2)cc1
 : 13, ., 1.1, 0, 0.2, -2, 96, ., 0.97
OCCSc1nc(-c2cccnc2)nc2ccccc12
 : 6, ., 1.1, 4, -0.1, -6, 142, ., 1.1
CN=C1CC(C)(C)CC(=O)/C1=C(/O)CCC(=O)NC
 : 3, 8, 1, 7, -0.5, 2, 83, -0.2, 0.98

Each structure is followed by: HTR1E antagonist, S1P1 ag pot, Fluor 339 460, MMP-13 inhibitor, HTR1E agonist, 5-HT1A blocker, Her2 expr inh, S1P3 ag, A340 absorber
O=c1sc(Nc2ccccc2)nc2ccsc12
 : 8, ., 1.2, 5, 0.4, 25, 42, ., 1
O=C(NC1CCCCCC1)c1cc2n(n1)C(C(F)(F)F)CC(c1ccco1)N2 (configuration not stated)
 : -5, -6, 1, -2, 0.5, -4, 83, 0.0, 0.99
O=C(Nc1ccc(S(=O)(=O)N2CCCCC2)cc1)c1cnccn1
 : -6, -6, 1.1, 4, -1.5, -8, 103, -1.5, 1
COc1ccc(CCC(=O)N2CCc3ccccc32)cc1
 : -5, 13, 1, 6, -0.5, -4, 88, -0.3, 1
COc1ccc(C(c2sc3nc(C)nn3c2O)N2CCN(Cc3ccccc3)CC2)cc1OC (configuration not stated)
 : 4, -11, 1.1, 7, -0.1, -14, 105, -0.2, 1.1
COc1cccc(-n2nnc3c(=O)n(CC(=O)NC4CCCC4)cnc32)c1
 : 2, ., 1.1, -6, 0.9, 0, 130, ., 1
c1ccc2sc(NC3=NCN(Cc4ccc5c(c4)OCO5)CN3)nc2c1
 : 5, 19, 1, 2, -0.7, 20, 90, -1.2, 1
O=C(Nc1ncc(Br)s1)C1CCCN1S(=O)(=O)c1cccc2cccnc12 (configuration not stated)
 : 15, -4, 1, 0, 1.7, 28, 74, -1.7, 0.98
Cc1cccc(OCC(=O)N2CCN(C(=O)Cc3ccccc3)CC2)c1
 : -15, -34, 1, -4, -0.8, 3, 152, -1.0, 0.99
